Screening data deposited in PubChem by several laboratories.
ADAM10 inh – inhibitors of human ADAM10; O14672; recombinant ADAM10, EDANS/DABCYL FRET peptide cleavage, 3 h; inhibition, % at 7 µM; hit rate 0.62% among 370,000; AID 720582;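 active means inhibition above a per-campaign cutoff equal to the mean of compounds falling between control-based bounds plus 3 SD, cut at about 20% in these data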;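 further: 0% = DMSO wells while the 100% control is not disclosed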
sPLA2-III inh – Blocks human group III sPLA2 activity; Q9NZ20; QFRET BODIPY PC-A2 liposome hydrolysis, fluorescence; inhibition, % at 12.2 µM; hit rate 0.56% among 370,000; AID 743126;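 active means inhibition above mean plus 3 SD of compounds lying within the high and low control bounds, cut at about 19% in these data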;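 further: 0% = median of test compound wells and 100% = no enzyme DMSO wells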
Target sequence (Q9NZ20 whole entry, looked up): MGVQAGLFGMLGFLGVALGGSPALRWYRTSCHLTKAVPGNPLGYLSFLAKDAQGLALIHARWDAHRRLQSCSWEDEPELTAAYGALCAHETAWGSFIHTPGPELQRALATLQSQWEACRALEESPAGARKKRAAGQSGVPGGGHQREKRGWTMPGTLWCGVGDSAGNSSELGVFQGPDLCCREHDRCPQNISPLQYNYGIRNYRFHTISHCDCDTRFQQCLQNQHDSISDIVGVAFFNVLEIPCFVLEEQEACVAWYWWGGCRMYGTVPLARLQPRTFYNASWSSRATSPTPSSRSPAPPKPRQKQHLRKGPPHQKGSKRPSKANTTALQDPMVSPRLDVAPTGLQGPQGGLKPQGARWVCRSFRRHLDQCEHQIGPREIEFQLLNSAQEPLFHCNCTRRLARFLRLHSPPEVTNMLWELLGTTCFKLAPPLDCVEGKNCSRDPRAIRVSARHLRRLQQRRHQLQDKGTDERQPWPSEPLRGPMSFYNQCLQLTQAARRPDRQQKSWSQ
SMARCA2 activ – increases SMARCA2 function in MMTV reporter cells. activation, % at 9.1 µM. hit rate 1% among 370,000. MG213 cells, MMTV-luciferase reporter, dexamethasone, overnight; in the data active means activation above about 7.8%;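 further: 0% = vehicle wells and 100% = reference activator wells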
DAX1 inh-1 – inhibits human nuclear receptor DAX1. inhibition, % at 6.75 µM. AID 504766. HEK293 Gal4-DAX1 luciferase reporter, luminescence. hit rate 0.99% among 340,000;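 active means inhibition above the mean over all tested compounds plus 3 SD, cut at about 4.2% in these data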;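 further: 0% = DAX1-transfected cells with DMSO and 100% = empty-vector control cells with DMSO; inhibition shows as a rise in luminescence from relieved DAX1 repression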
Target sequence (P51843 207-470 limits assumed): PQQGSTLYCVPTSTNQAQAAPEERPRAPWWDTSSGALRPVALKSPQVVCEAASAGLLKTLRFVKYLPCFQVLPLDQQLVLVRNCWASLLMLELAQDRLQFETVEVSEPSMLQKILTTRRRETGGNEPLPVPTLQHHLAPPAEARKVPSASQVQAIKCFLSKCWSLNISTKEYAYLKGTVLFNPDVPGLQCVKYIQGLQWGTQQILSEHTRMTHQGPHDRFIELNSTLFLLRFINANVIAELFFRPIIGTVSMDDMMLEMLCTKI
hcDAF-12 act – activates DAF-12 receptor from parasite H. contortus; AID 652067; activation, % at 6.8 µM; HEK293 hcDAF-12 lit1-tk-luc reporter, luminescence; 0% DMSO, 100% Δ7-dafachronic acid; hit rate 1.4% among 370,000;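 active means activation above the mean of all tested compounds plus 3 SD, cut at about 5.5% in these data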;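 further: 100% = response to 3 µM Δ7-dafachronic acid high control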
GC-A act – GC-A (human) enzyme activation; HEK293 GC-A cells, cGMP TR-FRET, EC30 ANP; 0% at EC30 ANP, 100% saturating ANP; activation, % at 10 µM; hit rate 0.14% among 370,000; P16066; in the data active means activation above about 40%
DAX1 inh-2 – blocks DAX1 repression of SF-1 activated StAR promoter. AID 652010. inhibition, % at 6.8 µM. hit rate 1.1% among 370,000. HEK293T StAR-luciferase reporter, SF-1/DAX-1 repression relief;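 active means inhibition above the mean over all tested compounds plus 3 SD, cut at about 3.6% in these data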;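 further: 0% = DAX-1 cells with DMSO and 100% = cells lacking DAX-1 with DMSO; higher inhibition means more luminescence from relief of DAX-1 repression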
GC-B act – GC-B (human) receptor activation; activation, % at 10 µM; HEK293-GC-B cells, CNP EC30, cGMP TR-FRET; 0% at EC30 CNP, 100% saturating CNP; hit rate 0.11% among 370,000; P20594;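 active means activation at 10 µM reaching about 35% in either raw or pattern-adjusted values, limit read from the data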
FXN GAA850 act – frataxin GAA850 promoter activation; HEK293 lucGAA850 FXN promoter luciferase reporter, 24 h; percent of 10 µM SAHA response; activation, % at 6 µM; hit rate 0.56% among 360,000;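 active means activation above the average of all compounds screened plus 3 SD, cutoff fixed separately per campaign, cut at about 7.5% in these data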;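 further: 0% = DMSO wells and 100% = 10 µM SAHA wells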
hgDAF-12 ag – agonists of H. glycines DAF-12 nuclear receptor. HEK293 GAL4-hgDAF12 UAS-luciferase reporter, agonist luminescence; normalized to butyrate control. activation, % at 6.8 µM. hit rate 1.8% among 370,000. AID 687014;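 active means activation above a cutoff set at the mean of all screened compounds plus 3 SD, cut at about 10% in these data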;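 further: 0% = DMSO wells and 100% = sodium butyrate wells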
ssDAF12 agonist – activators of S. stercoralis DAF-12 nuclear receptor; activation, % at 6.8 µM; HEK293 ssDAF-12/GRIP1 lit1-tk-luc reporter, luminescence; % of 3 µM dafachronic acid response; hit rate 1% among 370,000; AID 652126;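 active means activation above the mean over all tested compounds plus 3 SD, cut at about 0.9% in these data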;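 further: 0% = DMSO-only wells and 100% = 3 µM delta7-dafachronic acid wells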
The depositor's hits bear a star; · = not tested or not shown. Hits appear at their usual frequency (roughly 6.6% active in at least one column).

SMILES	ADAM10 inh	sPLA2-III inh	SMARCA2 activ	DAX1 inh-1	hcDAF-12 act	GC-A act	DAX1 inh-2	GC-B act	FXN GAA850 act	hgDAF-12 ag	ssDAF12 agonist
Cc1ccc(C(=O)NCC(=O)OCC(=O)NC2CCCC(C)C2C)s1 (centres undefined)	-2	-6	-1	0.1	-0.8	-1	0.0	4	2.0	-2.6	-1.4
CCN(c1ccccc1)S(=O)(=O)c1cccc(C(=O)NCC(c2ccc(F)cc2)N2CCOCC2)c1 (centres undefined)	-7	-9	-2	-3.1	-2.3	1	-2.9	5	-5.5	-3.0	-1.0
Cc1ccccc1C(=O)N1CCN(c2ccc(NC(=O)c3ccc4c(c3)OCCO4)cc2)CC1	1	6	-7	-3.5	-7.4	4	-10	2	-7.3	-11	-2.7
O=C1c2ccccc2C(=O)N1CCCc1c[nH]c2ccccc12	-4	-58	6	0.1	-0.2	-5	0.6	2	3.3	-0.2	-1.0
OC(CNCc1ccccc1)Cn1ccc2ccccc21 (centres undefined)	-17	8	-4	-1.4	1.7	-4	-0.6	3	0.0	-0.6	-1.6
CCN(CC(=O)Nc1ccccc1C(F)(F)F)C(=O)c1cc(-c2ccccc2)nn1-c1ccccc1	2	-11	-1	0.5	-0.8	-9	-1.6	0	1.6	0.6	-1.3
CN(C(=O)COC(=O)c1ccc2c(c1)OCO2)C1CCCCC1	-5	3	9.9*	1.5	0.6	-1	0.6	2	3.5	13*	-0.9
CCN(CC(=O)Nc1c(F)cccc1F)C(=O)/C=C/c1ccc(Br)s1	3	6	-1	-0.6	-0.5	3	0.4	1	2.5	2.6	-0.8
CCOC(=O)N1CCC(Nc2nc(OC)nc(OC)n2)CC1	-4	0	0	0.8	-1.6	-1	0.0	-3	-0.1	-1.8	-1.2
Cn1cc(CN2CCC(C(=O)Nc3cccc(-c4cscn4)c3)CC2)cn1	-8	0	-1	0.6	-0.2	0	-0.3	1	2.1	-0.3	-0.6

3 of the entries above in order of their number in ssDAF12 agonist, largest number first.
| compound | ssDAF12 agonist |
| --- | --- |
| CCN(CC(=O)Nc1c(F)cccc1F)C(=O)/C=C/c1ccc(Br)s1 | -0.8 |
| CCOC(=O)N1CCC(Nc2nc(OC)nc(OC)n2)CC1 | -1.2 |
| CCN(CC(=O)Nc1ccccc1C(F)(F)F)C(=O)c1cc(-c2ccccc2)nn1-c1ccccc1 | -1.3 |

New compounds follow:
SMILES	ADAM10 inh	sPLA2-III inh	SMARCA2 activ	DAX1 inh-1	hcDAF-12 act	GC-A act	DAX1 inh-2	GC-B act	FXN GAA850 act	hgDAF-12 ag	ssDAF12 agonist
CC1CCCCN1C(=O)c1cccc(NC(=O)c2ccccc2)c1 (centres undefined)	-9	-1	0	-0.9	-0.2	4	-0.1	4	0.5	-0.8	-1.9
O=C(NCC1CC1)c1ccc(Nc2nc3ccc(Br)cc3[nH]2)cc1	-60	-13	0	-1.1	-0.8	9	-0.3	7	1.1	0.2	-0.9
O=C(Nc1cc(C(F)(F)F)ccc1N1CCOCC1)c1cccnc1Cl	0	-2	1	-0.5	-0.2	3	0.2	5	0.8	0.5	-0.8
O=C(NC1CCCC1)C1CCC(=O)N1C1CCCC1 (centres undefined)	-6	5	-2	0.7	1.2	-2	0.1	1	1.4	-0.3	-1.1
COc1ccc(CNS(=O)(=O)c2cc3c(cc2C)N(C)CCO3)cc1	-7	0	1	0.8	5.2	-5	-1.7	-5	-2.1	-0.8	-1.5
COc1ccccc1/C=N/NC(=O)c1nnn(-c2nonc2N)c1CSC1=NCCS1	-7	8	-2	-1.7	1.5	-4	-0.5	-3	-1.6	-1.5	-1.2
O=C(COC(=O)c1ccc(O)cc1)Nc1cccc(S(=O)(=O)N2CCCCC2)c1	1	-26	-4	-1.4	-1.7	-4	-0.2	-3	-0.8	4.7	-1.6
COc1cccc(NC(=O)c2nn(C)c(C(=O)Nc3cccc(OC)c3)c2[N+](=O)[O-])c1	4	-23	5	2.3	0.0	-2	0.1	3	1.7	-1.0	-1.0
Cc1ccccc1CNC(=O)C(=O)Nc1nccs1	2	3	-1	0.8	-0.7	0	0.9	3	0.1	3.2	-1.0
O=C(NCCCCc1ccccc1)c1ccccc1Cl	-1	-5	-2	0.2	-0.9	0	0.2	2	3.0	3.4	-1.4
CC(=O)N1C(=O)NC2=C(C(=O)CCC2)C1c1cccc([N+](=O)[O-])c1 (centres undefined)	0	0	0	-1.4	-0.5	-3	-0.1	4	2.3	-0.2	-0.9
COC(=O)Cc1ccc(OC2(C)CCN(Cc3ccc4c(c3)OCCO4)C2)cc1 (centres undefined)	-6	8	-1	·	-0.7	1	-0.3	7	0.7	-0.2	-1.5
O=C(O)c1nnsc1-c1csnn1	-11	11	2	-0.1	-1.1	0	-0.4	3	1.7	1.9	-1.2
Cc1ccccc1OCC(=O)Nc1ccccc1NC(=O)c1ccco1	14	3	-3	-1.0	-0.6	-8	0.0	1	0.1	1.1	-0.8
O=C(CNC(=O)c1ccccc1Cl)N/N=C/C=C/c1ccccc1	1	-7	3	-0.2	-0.3	1	-1.0	-1	-0.9	-2.1	-2.0
CC1=C(C(=O)OCC2CCCO2)C(c2coc3ccccc3c2=O)C2=C(CC(C)(C)CC2=O)N1 (centres undefined)	0	-1	-1	0.8	1.0	0	0.5	-3	-0.3	0.2	-0.3
C=CCN(CC=C)C(=O)c1cccc(OC2CCN(S(=O)(=O)N(C)C)CC2)c1	0	-2	-3	-2.5	-1.4	0	-0.3	1	1.6	-1.5	-1.3
Cc1ccc(S(=O)(=O)CC(=O)Nc2ccc(F)c(F)c2F)cc1	0	-25	-3	-0.1	0.1	3	-0.5	0	1.2	-1.4	-1.6
O=C(CC1C(=O)NCCN1C(=O)Nc1ccccc1)Nc1ccc2c(c1)OCO2 (centres undefined)	5	0	2	1.5	-1.7	-2	0.0	0	-0.2	0.0	-1.0
Cn1c(=O)c2[nH]c(CCCCc3nc4ccccc4[nH]3)nc2n(C)c1=O	-6	3	1	-0.1	1.5	1	1.0	-4	-1.1	0.3	-0.3
COc1ccc2c(c1)CC/C(=C\c1ccc(OC)c(Cn3nc(C)cc3C)c1)C2=O	-1	-4	-4	-0.4	-1.8	-9	-1.1	-6	-0.8	-2.5	-1.0
BrCCOCCOc1ccc2ccccc2c1	2	3	-2	-0.8	0.1	0	0.5	-11	3.9	0.9	-0.2
COc1ccc(CN2C[C@H](COCc3ccccc3)Oc3cccc(Oc4ccc(C(C)C)cc4)c3S2(=O)=O)cc1	-9	2	3	·	-1.1	-1	-0.3	2	·	3.0	-0.8
O=C(CN1CCN(c2ccc(F)cc2)CC1)Nc1ccc(F)c(F)c1	9	6	0	0.2	-0.8	-1	-0.6	1	0.4	0.2	-1.0
CC(=O)Nc1ccc(Br)cc1C(=O)C(=O)O	-3	7	0	-0.4	1.4	0	-0.3	0	0.8	-0.3	0.1
CC(=O)Nc1ccc(OCC(=O)NCc2ccc3c(c2)OCO3)cc1	-5	-2	1	-0.2	-1.0	1	-1.5	4	0.5	-3.5	-2.1
COc1ccc(C#Cc2ccc3c(c2)c(=O)c2ccccc2n3C)cc1	-45	2	0	-0.4	1.0	3	-0.3	0	2.3	4.1	-0.7
Cc1ccccc1OCC(=O)N(Cc1ccco1)c1c(N)n(Cc2ccccc2)c(=O)[nH]c1=O	1	-6	5	-0.2	-0.3	2	-0.5	-1	-2.0	-0.8	-1.2
CC1(C)Cc2ccccc2-c2nc3ccccc3c(=O)n21	-3	4	0	-1.2	-3.2	1	-0.2	-6	0.1	-0.4	-1.6
CC1(C)CC(=O)C=C(NC2CC(C)(C)NC(C)(C)C2)C1	18	1	-3	0.0	-0.4	0	0.6	-1	2.2	-0.4	-0.8
CCN(c1ccccc1)S(=O)(=O)c1ccc(OC)c(NS(=O)(=O)c2cccs2)c1	0	-5	-3	1.9	2.0	0	0.6	7	1.9	-0.7	-2.1
CCn1nccc1NC(=O)c1csc([C@@H]2C[C@H](O)[C@@H](CO)O2)n1	-1	5	-3	·	0.0	3	-0.2	3	0.6	0.1	-1.5
Nc1ccc2nc3c(c(Cl)c2c1)CCCC3	-194	3	3	0.1	1.0	6	1.3	2	0.3	-1.9	-0.9
COCCNC(=O)CSc1nc2cc(OC)c(OC)cc2c(=O)n1CCC1=CCCCC1	-3	-3	0	-1.2	-1.0	2	0.5	-12	0.6	-1.5	-1.2
Cc1cc(C)cc([C@H]2C[C@]34CN(Cc5ccccc5)S(=O)(=O)[C@H]3C[C@H]2O4)c1	9	-2	-2	·	-1.2	-1	1.6	2	·	-2.1	-0.5
Cc1ccn2cc(CCNC(=O)COc3ccccc3)nc2c1	-24	1	-1	0.2	-0.7	-4	-0.4	3	2.3	1.6	-0.9
CCc1ccc(N2C(=O)CN(CC(=O)OC)C2=S)cc1	1	-49	-2	-0.5	-0.8	2	-0.8	2	-0.2	-1.3	-0.6
CCc1nc2ccc(C(=O)NCCCN3CCCC3=O)cn2c1N(C)Cc1ccc(OC)cc1	1	10	-2	·	-1.8	1	0.6	11	0.1	6.9	-1.5
COC(=O)c1ccccc1-c1ccc(/C=N/NC(N)=O)o1	-29	-3	1	0.0	-1.4	-1	0.3	-1	1.8	-1.0	-1.6
Cc1ccc(S(=O)(=O)N2CCC(C(=O)OCC(=O)N3CCc4ccccc43)CC2)cc1	5	-7	-1	0.5	1.2	-1	-0.2	-1	0.2	-1.2	0.3
Cn1c(=O)c2c(SCc3c(F)cccc3Cl)nc(CC(C)(C)C)nc2n(C)c1=O	-15	10	-3	1.2	-1.4	1	-0.1	-2	0.5	0.5	-0.5
COc1cccc(OC)c1C(=O)OCC(=O)NCc1ccco1	0	-4	5	-0.6	-0.1	1	0.0	3	-0.1	-1.9	-1.0
O=C(CNC(=O)C1COc2ccccc2O1)N/N=C\c1cccc(O)c1 (centres undefined)	-3	-3	2	-1.1	-0.5	1	-0.3	-6	2.5	-3.1	-1.5
CN(C(=O)c1ccc(OC2CCN(Cc3ccccn3)CC2)cc1)C1CCCCC1	-2	0	-1	1.2	1.1	3	-0.4	0	-1.2	1.4	-1.7
COc1ccccc1CNC(=O)c1cc(-c2ccc(F)cc2C)n[nH]1	-2	-5	-3	·	-3.2	4	1.4	7	-0.3	2.8	-1.3
COC(=O)C1CCCN(C(=O)C2CCN(S(=O)(=O)c3ccc([N+](=O)[O-])cc3)CC2)C1 (centres undefined)	0	3	-2	·	-1.4	2	-1.7	-5	·	1.4	-1.9
Cc1ccc(/C=N/NC(=O)c2ccc(NC(=O)c3ccccc3Cl)cc2)o1	1	-2	6	-0.1	-0.3	4	-0.1	-1	0.2	-0.6	-1.2
CCOC(=O)C1(C)C=C(Nc2ccccc2)C(=O)N1c1ccccc1 (centres undefined)	-5	-3	-4	-0.4	-0.5	-4	-0.1	-6	-1.9	-0.5	-1.1
c1ccc(-c2nnnn2-c2ccccc2)cc1	-13	6	-2	0.1	0.8	-1	-0.6	-3	0.3	-0.4	-0.7
N#Cc1ccc(OCC(=O)OCC(=O)Nc2ccc(N3CCOCC3)cc2)cc1	-5	5	-1	1.4	0.3	0	1.6	1	0.7	-0.5	-0.7
